ALOX15B inhib = qHTS Assay for Inhibitors of 15-hLO-2 (15-human lipoxygenase 2); AID 881, 2007; Potency, µM (titrated, usually from 57.1 µM), for inactives: at the top dose activity change, negative = inhibition, hits mostly inhibitors; purified 15hLO-2, xylenol orange hydroperoxide absorbance; 110,000 compounds, 0.56% hits; Polyunsaturated fatty acid lipoxygenase ALOX15B (Homo sapiens), O15296; note: potency is the fitted concentration of half-maximal effect; nearly all actives have a fitted effect of over 60% in size; many of its hits are not listed in these tables
Target sequence (O15296 whole entry, looked up): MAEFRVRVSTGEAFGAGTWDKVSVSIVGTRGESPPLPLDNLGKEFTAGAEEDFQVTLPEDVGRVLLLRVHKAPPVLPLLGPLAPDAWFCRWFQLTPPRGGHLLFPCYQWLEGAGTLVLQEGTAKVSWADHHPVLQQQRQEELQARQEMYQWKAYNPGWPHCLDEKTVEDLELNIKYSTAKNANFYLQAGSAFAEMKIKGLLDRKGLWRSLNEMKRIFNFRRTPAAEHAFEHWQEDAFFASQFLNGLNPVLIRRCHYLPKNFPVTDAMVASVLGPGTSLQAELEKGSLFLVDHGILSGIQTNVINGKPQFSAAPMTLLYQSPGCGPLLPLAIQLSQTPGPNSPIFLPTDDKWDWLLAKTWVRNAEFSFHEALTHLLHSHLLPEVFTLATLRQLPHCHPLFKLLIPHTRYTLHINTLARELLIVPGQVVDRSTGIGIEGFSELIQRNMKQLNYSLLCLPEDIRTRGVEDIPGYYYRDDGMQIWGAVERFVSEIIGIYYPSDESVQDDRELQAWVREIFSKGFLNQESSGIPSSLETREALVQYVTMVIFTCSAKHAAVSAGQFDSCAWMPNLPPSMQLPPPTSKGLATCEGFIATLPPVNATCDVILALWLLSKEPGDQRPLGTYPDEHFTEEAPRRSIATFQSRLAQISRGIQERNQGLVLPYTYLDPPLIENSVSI
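Enzyme 50 nM, AA 45 uM, 25 mM Hepes pH 7.5 + 0.01% Triton X-100; cpd preinc 15 min RT, rxn 90 min RT; stop/detect with 200 uM XO + 300 uM Fe(II) in 50 mM H2SO4, 30 min; A573/A405.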
IMPase cell inh = qHTS Assay for Identifying the Cell-Membrane Permeable IMPase Inhibitors. inhibition (IP1 accumulation), % at 46.1 µM. 120,000 tested, under 10 active. CHO-M1 cells, IP1 accumulation, HTRF TR-FRET ratio. Inositol monophosphatase 1 (Rattus norvegicus), P97697; active = well fitted curve in the direction sought with a large enough effect in the signal ratio, not every such curve was filed as active; inconclusive = small, poorly fitted or top-dose-only effect, or a change in a side signal; inactive = no such curve, though single readings can be large or run the other way; the % refers to the signal ratio;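 note: cells stimulated with carbachol in lithium chloride buffer; plate controls were DMSO basal wells for no effect and reference inhibitor wells for full effect; higher means more IMPase inhibition seen as more IP1 and lower FRET ratio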
Target sequence (P97697 whole entry, looked up): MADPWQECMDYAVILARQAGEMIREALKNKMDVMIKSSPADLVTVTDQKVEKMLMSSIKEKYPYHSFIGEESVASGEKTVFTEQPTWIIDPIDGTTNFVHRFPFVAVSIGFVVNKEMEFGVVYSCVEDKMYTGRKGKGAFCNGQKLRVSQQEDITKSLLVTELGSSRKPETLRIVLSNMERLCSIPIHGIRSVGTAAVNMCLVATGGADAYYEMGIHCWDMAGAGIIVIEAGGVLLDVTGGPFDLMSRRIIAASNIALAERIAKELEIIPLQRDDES
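Elevated IP1 in lysates lowers TR-FRET signal (665/620 ratio and 620 channel reported). Cells were CHO-M1, given carbachol (50 uM as added) plus 50mM LiCl, pH 7.4, 30 min, 37C; compounds titrated up to 46 uM; AC50 by Hill equation.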
ALOX12 inhib = qHTS Assay for Inhibitors of 12-hLO (12-human lipoxygenase); 150,000 compounds, 0.12% hits; Potency, µM (highest dose often 57.1 µM), inactives show at the top dose activity change, negative = inhibition, usual class: inhibitors; AID 1452, 2008; purified 12-hLO, xylenol orange hydroperoxide absorbance; Polyunsaturated fatty acid lipoxygenase ALOX12 (Homo sapiens), P18054; note: potency is the fitted concentration of half-maximal effect; nearly all actives have a fitted effect of over 55% in size; many of its hits are not listed in these tables
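Purified human 12hLO (150 nM final) was preincubated with compounds for 15 min at room temperature in 25 mM Hepes pH 7.0, 0.01% Triton X-100, then reacted with 40 uM arachidonic acid for 30 min. Hydroperoxide was detected with ferrous iron/xylenol orange.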
PNC assembly inh = High Content Assay for Compounds that inhibit the Assembly of the Perinucleolar Compartment; activity change (PNC), negative = inhibition, % at 10 µM; PC3M PTB-GFP, PNC prevalence imaging, 16 h; stronger effect = lower value; 140,000 compounds, 3.1% hits; AID 2417, 2010;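 active = readout at or below -70, meaning at least 70% loss of cells showing the perinucleolar compartment, a nuclear body marking cancer cells; inconclusive = readout between -30 and a set limit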;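 note: plate controls were DMSO wells for no effect and camptothecin positive control wells for full effect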
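PC3M cells stably expressing PTB-GFP, 750–1000 cells/well, treated 16 h at 37 °C with compound (23 nl of library stock), in duplicate. After paraformaldehyde fixation and Hoechst stain, imaged at 20x; PNC prevalence scored by image analysis.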
The depositor's hits bear a star; ? = inconclusive; · = no result given; [ ] = remark or other dose. Unless noted, calls come from the whole dose curve; as a rule, active = well fitted curve in the direction sought with a large enough effect; inconclusive = small, poorly fitted or top-dose-only effect, or another doubt; inactive = no such curve, though single readings can be large; an effect the other way counts as inactive or inconclusive. Unless noted, % is set by controls: 0 for no effect and ±100 for the full control effect.

ALOX15B inhib | IMPase cell inh | ALOX12 inhib | PNC assembly inh | Compound
· | -9.7 | -1.3% | -23.9 | O=C(CNC(=O)/C(=C/c1ccccc1)NC(=O)c1ccc(Br)cc1)OCc1ccccc1
· | · | -1.0% | 3.0 | S=C(NCCN1CCOCC1)Nc1cccc2ccccc12
-2.5% | 7.1 | -0.8% | 26.3 | O=C(O)CCCC(=O)N1CC(=O)Nc2ccccc21
-29.4% | -2.6 | -6.3% | 68.4 | COc1ccc(-n2c(CNc3ccc(C)cc3)nnc2SCC(=O)Nc2nc(-c3ccccc3)cs2)cc1
· | · | 1.7% | 7.7 | O=C(CNS(=O)(=O)c1c(Cl)cccc1Cl)OCC(=O)N1CCN(c2ccccc2)CC1
28.5% | 2.5 | -4.9% | · | Cc1ccc(-c2nn(CC(C)(C)C)c3ncnc(N)c23)cc1
· | · | -6.4% | 6.5 | Cn1ccnc1-c1nc2ccccc2[nH]c1=O
-1.7% | -5.0 | -4.1% | 32.3 | O=C(COC(=O)CSCC(=O)N1CCCCC1)NCc1ccc(F)cc1
1.1% | 4.3 | -0.5% | 42.7 | Cc1ccc(S(=O)(=O)N(CC(=O)N2CCN(c3ccc(F)cc3)CC2)C2CCCCC2)cc1
0.1% | 0.2 | 0.9% | 76.3 | C=CCNC(=O)c1onc(CSc2ccccc2CC)c1C(=O)O
6.2% | 0.3 | -4.1% | -89.9* | Cc1noc(C)c1S(=O)(=O)N1CCN(C(c2ccccc2)c2ccc(Cl)cc2)CC1 (stereo not given)
0.3% | 3.3 | 0.2% | 62.9 | Cc1noc(NS(=O)(=O)c2ccc(NC(=O)CSc3nc4ccccc4[nH]3)cc2)c1C
1.9% | 13.1 | 4.1% | 24.1 | Cc1ccc(CN(Cc2cc3cccc(C)c3[nH]c2=O)C(=O)N(C)C)cc1
-4.2% | 5.2 | -2.8% | -84.9* | COc1ccc(N2CCN(C3CC(=O)N(c4ccc5c(c4)OCCO5)C3=O)CC2)cc1 (stereo not given)
· | · | 1.0% | ? | S=C1NCCOCCNC(=S)NCCOCCOCCOCCN1
· | 10.9 | -4.7% | -3.6 | Cc1[nH][nH]c(=O)c1C(c1ccc(O)c([N+](=O)[O-])c1)c1c(C)[nH][nH]c1=O
24.2% | -2.6[20.6 µM] | 10.2% | · | CCN(CC)CCOc1ccc(/C(=C(\Cl)c2ccccc2)c2ccccc2)cc1
6.7% | -0.2 | -7.4% | -18.4 | Cc1cc(C)nc(SCNC(=O)c2ccc(Cl)cc2)n1
-11.4% | -8.1 | -4.6% | 5.1 | CCCCCNC(=O)c1ccc2c(=O)n(CC3CCCO3)c(=O)[nH]c2c1 (stereo not given)
1.3% | ? | -4.8% | 4.9 | COc1ccc(NC(=O)c2ccc(C(=O)c3cc(OC)ccc3OC)cc2)cc1
14.2%[11.4 µM] | ? | 0.4% | 10.4 | CCc1ccc(C2=NN(c3ccc(S(N)(=O)=O)cc3)C(c3ccc(F)cc3)C2)cc1 (stereo not given)
· | · | -0.6% | -21.3 | Cc1cccc(C)c1NC(=S)N=Nc1c(O)n(C)c2ccc(S(=O)(=O)N3CCOCC3)cc12
-1.6% | 1.2 | 2.2% | 8.1 | Cc1ccc(C(=O)NCc2ccc3c(c2)OCO3)cc1S(=O)(=O)N1CCCCC1
· | · | -4.1% | 48.7 | COc1cc(/C=N/NC(=O)C2COc3ccccc3O2)cc(OC)c1OC (stereo not given)
· | · | 2.2% | 5.0 | O=C(c1cn(-c2ccccc2)nc1-c1ccc(F)cc1)N1CCCCC1
-1.9% | 17.3 | -0.6% | -17.4 | Fc1ccc(CSc2nnc(-c3cnccn3)n2Cc2ccco2)cc1
· | · | -13.6% | -28.7 | Oc1ccc(/C=N/Nc2ncnc3c2ncn3Cc2ccccc2)cc1O
30.2%[activator] | ? | -9.3% | 31.7 | CCn1cnc2cc(NCc3cccc(OC)c3O)ccc21
2.1% | -14.2 | -2.1% | -20.0 | COC(=O)c1ccc(Oc2ccc3nnc(C)n3n2)cc1
-3.8% | -5.6 | 1.2% | ? | COc1ccc(S(=O)(=O)NC2CCCCC2)cc1C
24.0% | 5.2 | -1.3% | 20.6 | COCCOC(=O)c1c(NC(=O)CN2CCOCC2)sc(C(N)=O)c1C
-2.4% | 3.0 | -0.2% | ? | O=C(CC(C(=O)O)C1CCCO1)Nc1cccc(C(F)(F)F)c1 (stereo not given)
1.3% | 3.2 | -2.7% | 20.9 | O=C(Cn1cc([N+](=O)[O-])cn1)N1CCc2ccccc21
· | -8.6 | 2.2% | -13.2 | CCC(=O)N(Cc1cc2ccc(C)cc2n2nnnc12)C1CCCCC1
41.8%[activator] | -9.4 | -2.7% | -24.6 | Cc1cccc(NCc2nc3ccccc3n2C)c1
· | · | 2.4% | -22.1 | Cc1ccc(CNC(=O)Cc2ccc(-n3cccc3)cc2)cc1
-2.8% | -0.7 | 1.0% | 9.8 | CCCC1Cc2nc(N3CCCCC3)c(C#N)cc2CO1 (stereo not given)
· | · | -1.6% | 19.7 | CCC(=O)Nc1c2c(nn1-c1cccc(Cl)c1)CSC2
-5.6% | 2.8 | -2.2% | 0.9 | Cc1nc(SCc2cccc(Oc3ccccc3)c2)n[nH]1
1.8% | 5.3 | 4.2% | -0.3 | CCOC(=O)c1cnn(-c2ncnc3sc4c(c23)CCC4)c1N
4.4% | 1.2 | 4.7% | 8.6 | O=C(Cn1cnc2cc([N+](=O)[O-])ccc2c1=O)Nc1ccc2c(c1)CCC2
-0.8% | · | 8.5% | · | Cc1noc(C)c1C(=O)N1CCC2(CCN(Cc3ccncc3)CC2)CC1
· | 7.2 | -0.4% | 13.0 | CCOC(=O)c1c(C)[nH]c(C)c1C(=O)CSc1nc2ccccc2c(=O)n1-c1ccc(C)cc1
4.4% | -5.7 | -3.2% | ? | CCN(CC)CCn1c(O)c(N=O)c2ccccc21
25.8% | 4.5 | -4.5% | ? | O=C(NCC(c1cccnc1)N1CCN(c2ccc(F)cc2)CC1)OCc1ccccc1 (stereo not given)
-14.2% | 5.8 | -6.8% | 1.8 | O=C(NC1CCCC1)c1csc2c1CCCC2
· | 7.9 | -0.7% | -19.0 | CCOC(=O)C(=CNc1cc(C)ccn1)C(=O)OCC
4.7% | 2.0 | 21.2% | ? | COc1ccccc1-c1nnc(SCC(=O)Nc2ccccc2)o1
1.5% | -5.7 | 5.3% | 0.5 | N#CCc1nn(-c2ccccc2)c(N)c1C#N
· | · | 2.1% | 16.3 | CC(C)n1c(-c2ccccc2)nc(=S)c2c1CCCC2
-7.3% | 3.2 | 3.0% | -8.6 | CCOc1nc(C)nc(NC(=O)NS(=O)(=O)c2ccccc2Cl)n1
0.1% | -5.3 | -0.8% | -10.2 | CCCC1CC(c2csc(N)n2)CCO1 (stereo not given)
-10.4% | -0.5 | -5.7% | 32.5 | CCOc1ccc(N=C2NC(=O)S/C2=C\c2ccc(OC)cc2)cc1
32.2%[activator] | ? | -1.4% | 21.7 | Cn1c(/N=C/c2ccc3c(c2)OCO3)nc2ccccc21
-1.8% | -1.7 | -2.0% | 3.5 | CN(C)C(=O)c1cn(-c2ccccc2)nc1-c1cccs1
25.9% | 6.8 | -6.9% | ? | CCOc1ccc(NC(=O)CCN2CCN(S(=O)(=O)c3cc(Cl)ccc3OC)CC2)cc1
· | 13.2 | 4.9% | 175.6 | O=C(CCCCCCN1C(=O)c2ccccc2C1=O)Nc1nccs1
-0.4% | 7.0 | -2.1% | 7.4 | CC1CN(c2oc(Cc3cccc4ccccc34)nc2C#N)CC(C)O1 (stereo not given)
· | -4.7 | -6.2% | 43.6 | Cc1cc(C)c(C#N)c(SCC(=O)Nc2ccc(S(=O)(=O)Nc3onc(C)c3C)cc2)n1
-2.0% | · | -1.3% | · | [N-]=[N+]=NCC1OC(n2cnc3c(=O)[nH]c(N)nc32)C(O)C1O (stereo not given)

3 entries out of the list above, sorted by the value under PNC assembly inh, smallest number first:
Molecule	PNC assembly inh
CCC(=O)N(Cc1cc2ccc(C)cc2n2nnnc12)C1CCCCC1	-13.2
CN(C)C(=O)c1cn(-c2ccccc2)nc1-c1cccs1	3.5
CC1CN(c2oc(Cc3cccc4ccccc34)nc2C#N)CC(C)O1 (stereo not given)	7.4

Later entries:
ALOX15B inhib | IMPase cell inh | ALOX12 inhib | PNC assembly inh | Compound
-3.3% | -5.9 | -4.8% | -18.6 | O=C(c1cccs1)N1CCCc2ccccc21
-5.4% | 1.1 | -4.2% | -8.3 | CC1=Nn2c(nc(-c3ccccc3)c2-c2ccccc2)NC(=O)C1Br (stereo not given)
51.5%[activator] | 5.3 | -6.1% | ? | O=c1c2ccccc2nc(SCc2cn3ccsc3n2)n1-c1ccc(F)cc1
-2.0% | 6.9 | 7.8% | 41.4 | O=C(Oc1ccc2ccccc2c1)c1cncc(Br)c1
0.5% | 0.4 | -0.3% | 11.8 | Cc1ccccc1NC(=O)/C(=C/c1ccco1)c1ccccc1
-3.5% | ? | 0.2% | 1.3 | O=C(Nc1cc(C(F)(F)F)ccc1N1CCCCC1)c1cccc([N+](=O)[O-])c1
-2.4% | 8.1 | -5.9% | 2.7 | O=C(c1cccs1)N1CCC(c2nc(-c3ccc(S(=O)(=O)N4CCOCC4)cc3)no2)CC1
-6.7% | 3.8 | -2.1% | -11.1 | COCC(C)n1c(C)cc(C(=O)CSc2ccc(NC(C)=O)cc2)c1C (stereo not given)
· | · | -11.8% | -10.4 | COc1ccc(NCc2ccccc2[N+](=O)[O-])cc1OC
· | · | 4.5% | -22.1 | CC1CCCN(S(=O)(=O)c2ccc(S(=O)(=O)N3CCC4(CC3)OCCO4)cc2)C1 (stereo not given)
· | ? | -4.5% | 67.2 | C=C(C)c1cccc(C(C)(C)NC(=O)NCC2COCCO2)c1 (stereo not given)
-0.7%[11.4 µM] | 11.9[1.84 µM] | 4.0% | -87.8* | O=C(Nc1ccccc1)c1ccc(NCc2ccco2)c(S(=O)(=O)N2CCOCC2)c1
· | · | -1.3% | -29.7 | Cc1cc(C)cc(OCC(=O)NN2C(=O)c3ccccc3C2=O)c1
· | · | -9.2% | ? | O=C(NCc1ccccc1)/C(NC(=O)c1ccccc1)=C(/Sc1ccccn1)c1ccccc1
· | ? | -29.9% | -83.5* | CCOc1ccccc1-c1c2cc(O)c(=O)cc-2oc2cc(O)c(O)cc12
-0.9%[25.6 µM] | -3.6[20.6 µM] | -4.2%[25.6 µM] | · | CC(=O)C[C@H](c1ccc([N+](=O)[O-])cc1)c1c(O)c2ccccc2oc1=O
-10.1% | · | 3.3% | · | COc1c2ccoc2c(OC)c2oc(=O)ccc12
· | · | -1.7% | -8.7 | CCOc1ccc(Cc2n[nH]c(=S)n2N)cc1

Rewritten with tabs: part of the list above
compound	ALOX15B inhib	IMPase cell inh	ALOX12 inhib	PNC assembly inh
CC1CCCN(S(=O)(=O)c2ccc(S(=O)(=O)N3CCC4(CC3)OCCO4)cc2)C1 (stereo not given)	·	·	4.5%	-22.1
C=C(C)c1cccc(C(C)(C)NC(=O)NCC2COCCO2)c1 (stereo not given)	·	?	-4.5%	67.2
CCOc1ccc(Cc2n[nH]c(=S)n2N)cc1	·	·	-1.7%	-8.7
CC1=Nn2c(nc(-c3ccccc3)c2-c2ccccc2)NC(=O)C1Br (stereo not given)	-5.4%	1.1	-4.2%	-8.3

Compound activity as filed in PubChem BioAssay.

Some of the compounds tested (hit frequency here may not be typical).
